Assay outcomes from PubChem.
Abeta yeast res: restores growth of yeast expressing A-beta42 peptide. yeast expressing A-beta42, growth rescue, OD600, 48 h; response scale: 0% DMSO, 100% iron-clioquinol control. Potency, µM (series often up to 46.1 µM), for inactives: at the top dose growth rescue, actives largely listed as activators. hit rate 0.063% among 410,000; further: potency means the concentration at half of the fitted maximal effect; nearly all actives have a fitted effect of over 55% in size
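Yeast A-beta toxicity model in growth medium with pinned compounds, 48 h at 30 C; growth read as absorbance at 600 nm. Normalized to FeCl3/clioquinol equimolar mix (positive) and DMSO (negative).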
HEK293 tox: cytotoxicity in counter-screen for GLP-1R inverse agonists. HEK293 cAMP-luciferase reporter cells, luminescence, 24 h. Potency, µM (series often up to 38.3 µM), for the others: top-dose activity change, negative = inhibition, most hits filed as inhibitors. hit rate 0.13% among 410,000;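 further: loss of luciferase light is scored as toxicity; potency means the concentration at half of the fitted maximal effect; on the % scale 0 is the no-effect control and ±100 the full control effect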
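A 23 nL compound transfer followed 12 hours of cell culture at 37 deg C; exposure then lasted 24 hr. Luciferase assay detection reagent was dispensed and plates read for luminescence after a 12 min room-temperature wait.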
GLP1R inv ag: inverse agonists of human GLP-1 receptor. hit rate 1.6% among 410,000. Potency, µM (top dose mostly 38.3 µM), inactives show at the highest dose activity change, negative = inhibition, actives largely listed as inhibitors. P43220. HEK293 GLP-1R CRE-luciferase, luminescence, 24 h; GLP-1R form is constitutively active; further: potency means the concentration at half of the fitted maximal effect; on the % scale 0 is the no-effect control and ±100 the full control effect; nearly all actives have a fitted effect of over 55% in size
Target sequence (P43220 whole entry, looked up): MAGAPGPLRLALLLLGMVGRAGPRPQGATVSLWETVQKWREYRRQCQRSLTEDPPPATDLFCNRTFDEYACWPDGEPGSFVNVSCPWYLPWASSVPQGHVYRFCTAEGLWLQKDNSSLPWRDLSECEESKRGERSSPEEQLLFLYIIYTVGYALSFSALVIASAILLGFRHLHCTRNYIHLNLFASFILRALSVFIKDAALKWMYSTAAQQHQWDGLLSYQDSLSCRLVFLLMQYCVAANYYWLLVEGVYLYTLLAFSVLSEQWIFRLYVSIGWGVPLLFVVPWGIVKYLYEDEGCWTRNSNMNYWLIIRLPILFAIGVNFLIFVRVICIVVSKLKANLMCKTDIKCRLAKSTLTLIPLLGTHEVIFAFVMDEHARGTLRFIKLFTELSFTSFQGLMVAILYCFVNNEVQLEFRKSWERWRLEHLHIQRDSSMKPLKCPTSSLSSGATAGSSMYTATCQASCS
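Readout was luciferase luminescence, measured 12 min after detection reagent at room temperature. Beforehand, GLP-1R reporter HEK293 cells had sat 12 h, then received compounds for 24 hr at 37 deg C.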
FUS suppressor: FUS proteinopathy suppression in yeast. S. cerevisiae FUS-expressing, growth rescue, OD600, 24 h. Potency, µM (series often up to 76.6 µM), for inactives: top-dose growth rescue (activation), usual class: activators. hit rate 0.24% among 390,000;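 further: potency means the concentration at half of the fitted maximal effect; plate controls were DMSO vehicle for no effect and reference control for full effect; nearly all actives have a fitted effect of over 55% in size; some results filed as inactive show a strong effect at the top dose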
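Quantitative HTS measuring growth restoration of FUS-toxic yeast. Galactose-induced cells (OD 0.005) were exposed 24hr at 30C to compounds at several concentrations, then absorbance at 600 nm was recorded.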
aSyn rescue: rescues yeast growth from alpha-synuclein toxicity; Potency, µM (series often up to 46.1 µM), without a hit: top-dose growth rescue (activation), most hits filed as activators; hit rate 0.14% among 370,000; Yeast expressing alpha-synuclein, growth rescue, BacTiter-Glo, 24 h; further: potency means the concentration at half of the fitted maximal effect; % of control where 0% means no effect; nearly all actives have a fitted effect of over 65% in size
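Rescue of yeast growth: cells expressing toxic alpha-synuclein, induced in galactose at OD600 0.02, incubated with compound 24 h at 30 C. ATP luminescence quantified growth; inhibitors of toxicity appear as activators.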
Akt phos inh: blocks phosphorylation of Akt. Neuro2A IGF-stimulated pAkt S473 HTRF, 20 min; stronger effect = lower value. activity change, % for hits at 50 µM. hit rate 0.32% among 360,000. AID 651550; in the data active means activity change below about -80%; inconclusive means mostly about -51% to -80%; further: on the % scale 0 is the no-effect control and ±100 the full control effect
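Neuro2A cells (4,500/well, DMEM with 0.5% FBS) were treated with compound at a single 50 µM final concentration, stimulated with 6 nM IGF for 20 min at 37 °C, and lysed. Phospho-Akt Ser473 was read by HTRF as 665/615 ratio ×10^4.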
TDP43 rescue: inhibitors of TDP-43 toxicity in yeast; Potency, µM (titrated, usually from 46.1 µM), without a hit: at the top dose growth rescue (activation), hits mostly activators; hit rate 1.8% among 410,000; TDP-43 expressing yeast growth rescue, BacTiter-Glo, 24 h; AID 652104; further: potency means the concentration at half of the fitted maximal effect; % of control where 0% means no effect; nearly all actives have a fitted effect of over 50% in size
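Yeast expressing TDP-43 (pregrown in raffinose, seeded at OD600=0.02 in galactose medium) exposed to compounds 24 hr at 30 deg C. Growth read by BacTiter-Glo luminescence; rescue of toxicity appears as increased signal.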
Mm-Cpn inhibitor: inhibitors of Methanococcus maripaludis chaperonin (MmCpn); purified Mm-Cpn ATPase, ADP Transcreener TR-FRET; Potency, µM (series often up to 76.9 µM), inactives show at the top dose activity, negative = inhibition, actives largely listed as inhibitors; hit rate 0.031% among 330,000; AID 504842; further: potency means the concentration at half of the fitted maximal effect; on the % scale 0 is the no-effect control and ±100 the full control effect; nearly all actives have a fitted effect of over 80% in size
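ATPase turnover read by TR-FRET ADP competition (Eu cryptate antibody/ADP-d2, 665/590 nm): 10uM ATP final, 25nM Mm-CPN final, 30 min 37degC after 10-min compound preincubation, pH 7.4 Tris/KCl/MgCl2/DTT buffer.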
PTHR1 agonist: PTHR1 (human) receptor agonism; Q03431; HEK293 GP2 PTHR1 cells, GloSensor cAMP luminescence, 1 h; Potency, µM (doses to about 115 µM), without a hit: at the highest dose activation, actives largely listed as activators; hit rate 0.075% among 410,000; AID 743266; further: potency means the concentration at half of the fitted maximal effect; nearly all actives have a fitted effect of over 55% in size; some results filed as inactive show a strong effect at the top dose; inactives centre near -15; many of its hits are not listed in these tables
Target sequence (Q03431 whole entry, looked up): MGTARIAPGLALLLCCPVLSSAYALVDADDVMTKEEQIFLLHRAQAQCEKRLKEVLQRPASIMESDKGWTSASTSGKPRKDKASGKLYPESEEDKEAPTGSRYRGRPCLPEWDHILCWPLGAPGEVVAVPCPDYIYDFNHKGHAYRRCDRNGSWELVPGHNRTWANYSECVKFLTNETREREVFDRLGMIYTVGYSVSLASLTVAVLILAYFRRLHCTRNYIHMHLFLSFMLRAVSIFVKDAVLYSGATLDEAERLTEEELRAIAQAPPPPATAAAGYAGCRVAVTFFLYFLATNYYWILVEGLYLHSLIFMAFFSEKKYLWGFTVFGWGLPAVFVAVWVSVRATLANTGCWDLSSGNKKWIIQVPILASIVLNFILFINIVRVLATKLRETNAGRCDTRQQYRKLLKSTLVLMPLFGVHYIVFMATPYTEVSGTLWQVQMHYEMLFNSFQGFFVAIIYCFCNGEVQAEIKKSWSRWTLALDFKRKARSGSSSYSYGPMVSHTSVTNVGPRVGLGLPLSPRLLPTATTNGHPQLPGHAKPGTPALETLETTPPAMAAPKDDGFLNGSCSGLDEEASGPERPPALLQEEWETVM
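HEK-293-derived GP2 cells expressing PTHR1 and a GloSensor cAMP reporter, 3,000/well, plated overnight, given luciferin plus IBMX (each 0.5 mM as added) for 1 h at 37 °C, then compound for 1 h at 37 °C. Luminescence was read after 15 min at room temperature.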
* = called active by the depositor; i = inactive; u = inconclusive; x = not tested or not shown; [ ] = another dose, or the depositor's remark. Unless noted, the call rests on the fitted dose curve; in most records, active means well fitted curve in the direction sought with a large enough effect; inconclusive means small, poorly fitted or top-dose-only effect, or another doubt; inactive means no such curve, though single readings can be large; an effect the other way counts as inactive or inconclusive. Some of the compounds tested. The share of hits here may be higher or lower than overall.

cpd	structure	Abeta yeast res	HEK293 tox	GLP1R inv ag	FUS suppressor	aSyn rescue	Akt phos inh	TDP43 rescue	Mm-Cpn inhibitor	PTHR1 agonist
1	Cc1ccc(CNC(=O)c2ccc3c(c2)NC(=O)CS3)cc1	0.1%	-10.9%	6.1%	-10.2%	2.3%	i	21.2%	2.4%	-24.9%
2	O=C(CN(C(=O)c1csnn1)c1cccc(F)c1)NCc1ccc(F)cc1	2.0%	12.4%	16.6%	-20.1%	5.1%	i	12.9%	-0.7%	-10.1%
3	CCN(CCNC(=O)CCCn1nc(C)n2c(cc3sccc32)c1=O)c1ccccc1	-15.8%	-12.3%	-4.5%	2.4%	0.7%	i	13.4%	-1.7%	-17.2%
4	C=CCn1c(=NC(=O)c2ccc(S(=O)(=O)N3CCCC3)cc2)sc2cc(NC(C)=O)ccc21	6.0%	75.5%[activator]	5.6%	x	6.0%	i	7.5%	-8.8%	i
5	CCCn1c(NCc2ccc(N(C)C)cc2)nc2ccccc21	2.8%	-10.8%	-25.1%	-19.8%	2.5%	i	0.0%	-8.9%	i
6	C=CCn1c(=O)n(C(=O)OCC)c2cc(Br)ccc21	-23.4%	0.2%	16.7%	9.5%	0.9%	i	-5.0%	-1.2%	0.0%
7	COc1ccc(NC(=O)CN(C)C(=O)c2cn(-c3ccccc3)nc2-c2cccs2)cc1	0.9%	-4.3%	11.2µM*	u	-14.2%	i	7.2%	-5.9%	i
8	CCOC(=O)[C@H]1[C@H]2COc3ccccc3[C@@H]2N2C(=O)c3cc(F)ccc3NC(=O)[C@@]12C	3.2%	4.8%	-7.0%	-29.4%	0.1%	i	18.3%	1.0%	i
9	CC1CCN(C(=O)c2ccccc2SCC(=O)NCC2CCCCC2)CC1	11.0%	10.1%	u	9.6%	-2.9%	i	0.0%	1.1%	-10.1%
10	Cn1c(CN2CCOCC2)c(C#N)c2ccccc21	-5.5%	1.4%	-8.3%	19.9%	-1.8%	i	-16.7%	-0.9%	i
11	Nc1c(-c2ccc(Cl)cc2)cnc2c(-c3ccc(F)cc3)cnn12	-2.0%	4.9%	2.8%	-34.1%	-1.6%	i	3.3%	-0.1%	-62.1%[inhibitor]
12	Cc1ccc(S(=O)(=O)N2CCN(Cc3ccccc3)CC2)s1	-13.5%	20.0%	-22.8%	-17.3%	0.3%	i	-14.3%	-13.1%	i
13	CC(=O)N/N=C(\C)CCc1ccccc1	3.0%	3.1%	10.0%	-6.7%	0.7%	i	19.5%	1.7%	-22.5%
14	Nc1nnc(SCC(=O)Nc2cccc(Cl)c2)s1	-5.0%	-1.9%	25.2%	2.9%	-0.6%	i	4.1%	1.5%	i
15	Cc1ccc(-c2nn(C)c(=O)c3ccccc23)cc1S(=O)(=O)NCCO	6.9%	-2.2%	57.6%[activator]	10.9%	-6.9%	x	0.0%	0.3%	i
16	COc1ccc(S(=O)(=O)Nc2ccccc2OC)cc1NC(=O)c1cc2ccccc2oc1=O	1.0%	6.9%	10.2%	0.5%	2.5%	i	14.1%	-0.1%	-0.8%
17	COc1cc(OC)cc(-n2nnnc2SCC(=O)N2CCCC2)c1	0.9%	3.6%	16.2%	4.0%	5.7%	i	-14.4%	1.4%	-11.9%[57.5 µM]
18	O=C(Nc1nc(-c2ccc(Br)cc2)ns1)c1ccccc1F	-13.8%	0.7%	3.3%	3.3%	x	x	3.9%	x	-63.8%[inhibitor]
19	C[C@@H]1CN([C@@H](C)CO)C(=O)CCCn2cc(nn2)CO[C@H]1CN(C)C(=O)OCc1ccccc1	-0.2%	24.7%	15.6%	-18.8%	0.1%	i	16.3%	x	-23.6%
20	O=S(=O)(c1ccccc1)n1ccc2cccnc21	-11.8%	4.8%	-3.0%	22.0%	-1.7%	i	24.8%	2.2%	-4.6%
21	Cc1ccc(C)c(NC2CCCCC2NS(=O)(=O)c2ccccc2)c1 (configuration not stated)	-31.1%[inhibitor]	u	u	28.8%	-1.3%	x	-3.6%	-0.5%	-35.9%
22	CN1CCN(C(CNC(=O)C(=O)Nc2ccc(F)cc2F)c2ccc3c(c2)OCO3)CC1 (configuration not stated)	17.2%	-6.3%	-3.7%	-5.4%	x	x	22.2%	x	1.0%
23	COc1ccc(Cl)cc1NC(=O)CN(c1cccc(C)c1C)S(C)(=O)=O	14.3%	-3.5%	u	u	x	x	24.1%	x	-20.0%
24	CN(C)c1ccc(NC(=S)NC(=O)/C=C/c2ccco2)cc1	-1.7%	-8.9%	15.4%	-1.2%	0.7%	i	-0.6%	0.8%	i
25	Cc1ccc(-c2nnc3c4ccccc4c(C)nn23)cc1S(=O)(=O)N1CCN(CCO)CC1	-6.5%	68.9%[activator]	230.5%[activator]	6.3%	10.2%	i	-24.5%	-1.5%	u
26	Cn1c(=O)c2c(nc(Cl)n2Cc2ccc(Cl)c(Cl)c2)n(C)c1=O	2.0%	4.9%	-9.0%	x	2.5%	i	6.4%	-3.0%	-32.9%[inhibitor]
27	COc1ccccc1C(=O)NCCC(=O)N(C)CC(=O)Nc1ccc(C)cc1	14.3%	-1.2%	1.8%	8.8%	-5.7%	i	20.3%	-4.1%	i
28	COc1ccc(C2=NN(C(=O)c3cccnc3)C(c3ccccc3)C2)cc1 (configuration not stated)	-11.9%	-10.4%	41.2%[activator]	4.6%	9.3%	i	15.0%	-0.2%	-6.9%
29	Cc1ccc(-c2csc(=Nc3ccccc3)n2Cc2ccc3c(c2)OCO3)cc1	-15.1%	2.3%	1.8%	25.2%	x	x	15.0%	x	-21.3%
30	Oc1c(N=Nc2nn[nH]n2)ccc2ccccc12	-51.5%[inhibitor]	u	11.6%	u	-26.1%	i	35.5µM*	x	i
31	CCOc1ccc(CCNC(=O)c2cc3n(n2)CCCN(Cc2ccc(C)cc2)C3=O)cc1OCC	-3.3%	-5.6%	-5.3%	16.8%	x	x	2.2%	x	i
32	CCOc1ccc(CN(C)C(=O)c2cccnc2OCC)cc1OC	u	6.7%	30.6%[activator]	12.6%	3.4%	i	u	-0.3%	i
33	CCOC(=O)c1ccccc1NC(=O)CSc1cc(C)[nH]c(=O)n1	-3.1%	2.1%	13.7%	-12.9%	x	x	1.0%	x	-16.2%
34	O=C1CCCN1c1ccc(S(=O)(=O)N2CCN(c3ccccc3)CC2)cc1	-4.3%	2.9%	9.6%	-21.7%	2.0%	i	5.7%	2.8%	i
35	O=C(CSc1nc2ccccc2s1)Nc1ccc(Cl)c(C(=O)O)c1	7.1%	-21.5%	-18.3%	-2.3%	0.2%	i	-3.1%	1.1%	i
36	CC(=O)Nc1ccc(NC(=O)c2ccc(NC(=O)c3ccccc3)cc2)cc1	4.3%	-9.0%	13.0%	4.0%	-2.0%	i	26.5%	0.7%	i

Part of the list above, screen by screen.
35) O=C(CSc1nc2ccccc2s1)Nc1ccc(Cl)c(C(=O)O)c1
28) COc1ccc(C2=NN(C(=O)c3cccnc3)C(c3ccccc3)C2)cc1 (configuration not stated)
26) Cn1c(=O)c2c(nc(Cl)n2Cc2ccc(Cl)c(Cl)c2)n(C)c1=O
25) Cc1ccc(-c2nnc3c4ccccc4c(C)nn23)cc1S(=O)(=O)N1CCN(CCO)CC1
32) CCOc1ccc(CN(C)C(=O)c2cccnc2OCC)cc1OC
31) CCOc1ccc(CCNC(=O)c2cc3n(n2)CCCN(Cc2ccc(C)cc2)C3=O)cc1OCC
29) Cc1ccc(-c2csc(=Nc3ccccc3)n2Cc2ccc3c(c2)OCO3)cc1
entry no. | 35 | 28 | 26 | 25 | 32 | 31 | 29
Abeta yeast res | 7.1% | -11.9% | 2.0% | -6.5% | u | -3.3% | -15.1%
HEK293 tox | -21.5% | -10.4% | 4.9% | 68.9%[activator] | 6.7% | -5.6% | 2.3%
GLP1R inv ag | -18.3% | 41.2%[activator] | -9.0% | 230.5%[activator] | 30.6%[activator] | -5.3% | 1.8%
FUS suppressor | -2.3% | 4.6% | x | 6.3% | 12.6% | 16.8% | 25.2%
aSyn rescue | 0.2% | 9.3% | 2.5% | 10.2% | 3.4% | x | x
Akt phos inh | i | i | i | i | i | x | x
TDP43 rescue | -3.1% | 15.0% | 6.4% | -24.5% | u | 2.2% | 15.0%
Mm-Cpn inhibitor | 1.1% | -0.2% | -3.0% | -1.5% | -0.3% | x | x
PTHR1 agonist | i | -6.9% | -32.9%[inhibitor] | u | i | i | -21.3%

The listing continues:
cpd	structure	Abeta yeast res	HEK293 tox	GLP1R inv ag	FUS suppressor	aSyn rescue	Akt phos inh	TDP43 rescue	Mm-Cpn inhibitor	PTHR1 agonist
37	O=C(Nc1ccc(F)c(Cl)c1)C1CC(=O)n2c(nc3ccccc32)N1 (configuration not stated)	-22.9%	-0.6%	-10.0%	23.6%	-1.6%	i	-3.5%	-10.0%	-5.9%
38	CC1=C(C(=O)OC2CCCCCC2)C(c2ccc(Cl)cc2Cl)CC(=O)N1 (configuration not stated)	0.9%	1.2%	18.4%	-12.9%	x	x	22.3%	x	-12.9%
39	CC(=O)Nc1cccc(NC(=O)CSc2ncc(C(=O)Nc3ccc(F)cc3)c(=O)n2C)c1	7.9%	-21.4%	u	13.6%	-0.4%	i	-8.1%	-2.2%	-2.6%
40	Cc1ccc(C(=O)O)cc1S(=O)(=O)N1CCOCC1	18.1%	-11.1%	0.0%	21.9%	1.8%	i	-16.0%	3.5%	i
41	CC(=O)c1ccc(NC(=S)Nc2ccc(N3CCOCC3)cc2)cc1	-28.6%	-3.8%	-10.4%	9.8%	-0.1%	i	u	-4.4%	i
